# TGFb inhibitor – inhibitors of TGF-b signaling. HepG2 CAGA-GFP TGF-b/SMAD3 reporter, GFP fluorescence, 18 h; TGF-beta stimulated, 500 pg/mL final. Potency, µM (titrated, usually from 46.1 µM), without a hit: at the top dose activity, negative = inhibition, hits mostly inhibitors. 410,000 compounds, 1.2% hits; note: potency is the fitted concentration of half-maximal effect; % is set by controls: 0 for no effect and ±100 for the full control effect; nearly all actives have a fitted effect of over 65% in size
#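 Cell-based qHTS in HEPG2 carrying a CAGA-GFP Smad reporter; compounds added before 500 pg/mL final TGF-beta, 18 h incubation at 37 degrees C, GFP fluorescence quantified per cell by imaging cytometry.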
# Nrf2 activator – Nrf2 pathway activation. Potency, µM (series often up to 46.1 µM), for inactives: at the top dose activation, actives largely listed as activators. 410,000 compounds, 0.31% hits. AREc32 ARE-luciferase reporter (MCF7-derived line), luminescence, 24 h; note: potency is the fitted concentration of half-maximal effect; % of control where 0% means no effect; nearly all actives have a fitted effect of over 65% in size
#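 AREc32 cells carrying an ARE-driven firefly luciferase reporter were seeded at 1000 cells/well in OPTI-MEM with 5% FBS, then exposed to compound for 24 hr at 37 deg C. Luminescence was read with Steady-Glo after 30 min at RT.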
# Akt phos inh – blocks phosphorylation of Akt; Neuro2A IGF-stimulated pAkt S473 HTRF, 20 min; hits give low values; activity change, % for hits at 50 µM; 360,000 compounds, 0.32% hits; in the data active = activity change below about -80%; inconclusive = mostly about -51% to -80%; note: % is set by controls: 0 for no effect and ±100 for the full control effect
#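 Neuro2A cells (4,500/well, DMEM with 0.5% FBS) were treated with compound at a single 50 µM final concentration, stimulated with 6 nM IGF for 20 min at 37 °C, and lysed. Phospho-Akt Ser473 was read by HTRF as 665/615 ratio ×10^4.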
# HepG2 tox – kills HepG2 cells in TGF-b inhibitor counter-screen. HepG2 CAGA-GFP viability, ATP luminescence, 18 h. Potency, µM (top dose mostly 46.1 µM), without a hit: top-dose activity change, negative = cytotoxicity, most hits filed as cytotoxic. 410,000 compounds, 0.76% hits; note: potency is the fitted concentration of half-maximal effect; some results filed as inactive show a strong effect at the top dose
#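 CellTiter-Glo luminescence gave cytotoxicity after 18 hours at 37 degrees C. The cells were HepG2 CAGA-GFP in 1% FBS DMEM, stimulated with 500 pg/mL TGF-beta after compound addition. %Activity was normalised to no-cell wells (complete cell-killing) and DMSO (no toxicity), and curves were fitted and classified.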
# MmCpn inh – inhibitors of Methanococcus maripaludis chaperonin (MmCpn). purified Mm-Cpn ATPase, ADP Transcreener TR-FRET. Potency, µM (highest dose often 76.9 µM), without a hit: at the top dose activity, negative = inhibition, usual class: inhibitors. 330,000 compounds, 0.031% hits; note: potency is the fitted concentration of half-maximal effect; % is set by controls: 0 for no effect and ±100 for the full control effect; nearly all actives have a fitted effect of over 80% in size
#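 Inhibition of chaperonin ATP hydrolysis is measured as reduced ADP production, detected by competitive TR-FRET in which signal falls with ADP. Final enzyme 25 nM and ATP 10 uM, reacted 30 min at 37°C.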
# CCT modulator – changes cytosolic chaperonin activity; 360,000 compounds, 0.3% hits; activity change, % (concentration not given with the values), hits read low; purified chaperonin ATPase assay, HTRF ADP detection, 30 min; in the data active = activity change below about -30%; note: % is set by controls: 0 for no effect and ±100 for the full control effect
#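 ATPase activity: ADP formed was measured by HTRF Transcreener (665/615 nm ratio) after 30 min at 37 deg C with 10 uM ATP. Compounds screened at one 76 uM concentration against 40 or 20 nM TRiC in Tris pH 7.4/KCl/MgCl2/DTT buffer.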
# A549 viability – kills or reduces viability of A549 cells in Nrf2 counter-screen. A549 ARE-Fluc cells, CellTiter-Fluor viability, 18-24 h. Potency, µM (series often up to 46 µM), for inactives: at the highest dose activity change, negative = cytotoxicity, actives largely listed as inhibitors. 390,000 compounds, 0.16% hits. AID 504648; note: potency is the fitted concentration of half-maximal effect; % is set by controls: 0 for no effect and ±100 for the full control effect
#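 Cytotoxicity counterscreen: CellTiter-Fluor fluorescence was measured in A549 ARE_Fluc cells after 18-24 h of compound exposure in a concentration series. The subsequent BugLite luminescent read reports ARE-luciferase activity.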
# Abeta yeast res – A-beta toxicity reversal in yeast. Potency, µM (doses to about 46.1 µM), inactives show top-dose growth rescue, most hits filed as activators. yeast expressing A-beta42, growth rescue, OD600, 48 h; response scale: 0% DMSO, 100% iron-clioquinol control. AID 1347071. 410,000 compounds, 0.063% hits; note: potency is the fitted concentration of half-maximal effect; nearly all actives have a fitted effect of over 55% in size
#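 Growth rescue measured by 600 nm absorbance after 48 h yeast culture at 30 C with compound. Values normalized between DMSO and an equimolar ferric chloride plus clioquinol control.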
# Nrf2 block – Nrf2 pathway inhibition | A549 ARE-Fluc reporter, luciferase luminescence, 18-24 h | Potency, µM (titrated, usually from 46 µM), without a hit: at the top dose activity change, negative = inhibition, usual class: inhibitors | 360,000 compounds, 2.1% hits; note: potency is the fitted concentration of half-maximal effect; % is set by controls: 0 for no effect and ±100 for the full control effect; nearly all actives have a fitted effect of over 60% in size
#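 Reporter: ARE-Fluc in A549. Exposure: 18-24 h, 37 °C, 5% CO2, 5% FBS OPTI-MEM. Readouts: fluorescent cytotoxicity (CellTiter-Fluor), then luminescent Nrf2 signal after BugLite.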
# Numbers without * were called inactive; i = inactive; ? = inconclusive; . = not tested or not shown; & = joins results of further samples; [ ] = another dose, or the depositor's remark. Unless noted, calls come from the whole dose curve; as a rule, active = well fitted curve in the direction sought with a large enough effect; inconclusive = small, poorly fitted or top-dose-only effect, or another doubt; inactive = no such curve, though single readings can be large; an effect the other way counts as inactive or inconclusive. Rows were taken by chance; 4.3% or so of the library scored in one or more.
# Under each structure: TGFb inhibitor	Nrf2 activator	Akt phos inh	HepG2 tox	MmCpn inh	CCT modulator	A549 viability	Abeta yeast res	Nrf2 block
> O=C(c1ccc(Cl)cc1)C(CN1CCCC1)c1ccccc1 (stereo not given)
    7.9µM*	?	i	-115%	1%	-1.5	-3%	-57%[inhibitor]	-8%
> Cc1ccc(NC2c3ccccc3C(=O)N2c2cccnc2)cc1 (stereo not given)
    -6%	-0.4%	i	0%	0%	-0.1	-7%	-2%	-5%
> O=C(NCc1ccc2c(c1)OCO2)c1cnc2ccccn2c1=O
    8%	-0.1%	i	-1%	1%	0.6	3%	-1%	.
> O=C1CCN(Cc2ccccc2)C=C1c1cccc(O)c1
    9%	-0.1%	i	-8%	0%	-1.0	-6%	-5%	-5%
> CCOC(=O)C1=C(C)NC(C)=C(C(=O)OCC)C1c1ccc(O)cc1
    ?	7.3%	i	-2%	0%	-1.7	-1%	15%	.
> CCOC(=O)[C@]12CCC=C1N(CCC1=CCCCC1)C(=O)[C@H](CC(=O)N1CCC(c3ccccc3)CC1)C2
    .	7.2%	i	.	.	1.6	.	-10%	.
> COc1ccc(Nc2ncc(C(=O)N3CCN(c4ccc(OC)cc4)CC3)c3ccccc23)cc1
    0%	0.0%	.	-39%	.	.	-22%	-12%	-10%[9.27 µM]
> O=C(Nc1c2c(nn1-c1ccccc1)CS(=O)(=O)C2)c1ccccc1Br
    -16%	0.2%	i	0%	-1%	-0.2	?	2%	-6%
> COc1ccc(N(CC(=O)Nc2ccc(C(C)C)cc2)S(=O)(=O)c2c(C)noc2C)cc1
    1%	-0.4%	i	1%	-1%	0.8	-1%	-9%	-7%
> O=C(CSc1nc2ccccc2c2nc(-c3ccccc3)nn12)Nc1ccc(F)cc1
    0%	0.2%	.	2%	.	.	-3%	-15%	.
> CC(C)[C@H](NC(=O)N1c2ccccc2NC(=O)[C@@H]1C(C)C)C(=O)N[C@@H](Cc1c[nH]c2ccccc12)C(=O)O
    36%[activator]	-1.1%	i	18%	2%	-0.3	-3%	6%	9%
> C/C(=N\NC(=O)CSc1nc(C)cc(C)n1)c1ccc2c(c1)OCCO2
    8%	2.9%	i	-1%	5%	-1.4	0%	-3%	-4%
> COc1ccc(C(=O)CSc2n[nH]c(C)n2)cc1[N+](=O)[O-]
    -5%	-0.7%	i	-22%	0%	-4.6	-4%	-2%	-9%
> COc1ccc(-c2cc3ccccc3s2)cc1[C@H]1[C@H]2C=CC[C@@H](C)[C@@H]2C(=O)N1Cc1ccccc1
    6%	4.0%	i	-3%	-2%	0.9	8%	-4%	?
> COc1cccc(C(=O)COC(=O)c2cc(-c3cccs3)nc3ccccc23)c1
    -17%	1.2%	.	-12%	.	.	-2%	-5%	-14%
> Cn1nc(C(F)(F)F)c(C#N)c1N1CCN(c2ccccc2)CC1
    19%	-0.2%	.	1%	-2%	-3.3	-4%	-5%	?
> COc1cc(C(=S)N2CCC(C(N)=O)CC2)ccc1O
    0%	0.0%	i	2%	-1%	-2.5	-5%	0%	-8%
> O=C(COC(=O)C1CCCN1C(=O)c1cccs1)c1ccccc1 (stereo not given)
    10%	8.4%	i	-6%	-2%	3.4	0%	-22%	24%
> CSc1ccccc1NC(=O)CN1c2ccccc2CC1C (stereo not given)
    -13%	0.5%	i	-10%	0%	-0.5	2%	20%	-17%
> O=C(c1cccc(Br)c1)c1coc2ccc(O)cc12
    -27%	?	i	-23%	2%	1.8	5%	-13%	0%
> O=C(CSc1cccc2cccnc12)Nc1ccc(S(=O)(=O)N2CCOCC2)cc1
    ?	?	i	-175%	0%	-1.7	-2%	-11%	1%
> CCN(CC)S(=O)(=O)c1ccc(S(=O)(=O)N2CCCC(C(=O)NC3CC3)C2)cc1 (stereo not given)
    -24%	0.2%	i	-3%	0%	-0.1	1%	-6%	5.8µM*
> O=C(NC1CC(=O)N(c2ccc(Cl)cc2)C1)C(=O)c1c[nH]c2ccccc12 (stereo not given)
    ?	0.3%	.	5%	.	.	1%	-12%	.
> CCOC(=O)[C@H](CCc1ccccc1)N[C@@H](C)C(=O)N1CCC[C@@H]1C(=O)O
    -3%	-0.1%	i	3%	-1%	0.1	-15%	8%	1%
> CCc1nnc(NC(=O)CSc2nnc(-c3c[nH]c4ccccc34)n2CC)s1
    -21%	-0.3%	i	4%	1%	0.6	3%	3%	-19%
> Cc1nc(-c2coc3cc(C)c(N=O)c(O)c3/c2=N\N)cs1
    -2%	0.3%	i	29%	-15%	-5.2	-5%	21%	3%
> COc1ccccc1N1CCN(C2CCCN(Cc3cccc(O)c3)C2)CC1 (stereo not given)
    -23%	0.3%	i	-37%	1%	-0.7	13%	-3%	-16%
> Cc1c(C(=O)Nc2ccc(F)cc2)oc2ccc(S(=O)(=O)N3CCCCCC3)cc12
    -4%	0.6%	.	-8%	.	.	3%	-3%	.
> Cc1ccc2[nH]ccc(=O)c2c1
    4%	4.2%	i	1%	0%	-4.7	-6%	-22%	0%
> CNc1nc2c3ccccc3n(C(C)=O)c2s1
    -1%	18%	i	-14%	-1%	-1.5	6%	-5%	.
> Cc1cc2nnc(SCC(=O)NCc3cccs3)n2c2ccccc12
    12%	-0.6%	.	-15%	.	-0.2	1%	0%	-14%
> Cc1ccccc1-c1nc(CS(=O)(=O)CC(=O)NCCCN2CC(C)CC(C)C2)c(C)o1 (stereo not given)
    -7%	1.5%	i	-31%	0%	1.3	1%	6%	9%
> COc1cccc(NC(=O)Cn2c(=O)n(-c3cc(OC)c(OC)c(OC)c3)c(=O)c3ccccc32)c1
    6%	0.5%	i	-18%	-2%	-0.9	-1%	-19%	9%
> N#C/C(=N\Nc1ccc(Cl)cc1)C(=N)N1CCCCC1
    -18%	-0.9%	i	-7%	0%	0.0	?	4%[9.22 µM]	.
> O=C(O)c1ccc2c(c1)CC(c1ccccc1)OC2=O (stereo not given)
    0%	-0.8%	i	9%	2%	0.2	-4%	13%	2%
> CC(C)(C)C1CCc2c(sc(NC(=O)CCC(=O)O)c2C(=O)Nc2ccccc2C(F)(F)F)C1 (stereo not given)
    ?	0.9%	.	16µM*	.	.	?	-34%[inhibitor]	18µM*
> CCc1ccc(Nc2c([N+](=O)[O-])c(=O)oc3ccccc23)cc1
    ?	?	i	3%	2%	-2.0	-8%	-10%	1%
> COc1cccc(Nc2nc(CN)cs2)n1
    6%	2.1%	i	-7%	.	-3.9	.	-21%	.
> O=C(COC(=O)CNC(=O)c1ccccc1Cl)NC1CC1
    1%	-0.3%	i	1%	0%	1.4	-2%	-4%	10%
> CCOC(=O)C1=C(c2ccccc2)N(C)C(=O)NC1c1ccc(O)c(OC)c1 (stereo not given)
    0%	2.4%	i	-3%	-1%	2.5	4%	-13%	5%
> CCn1c(SCc2nc(CC(=O)Nc3ccccc3OC)no2)nnc1-c1cccs1
    2%	0.4%	i	-6%	-3%	0.1	-7%	5%	?
> COc1ccc(N2CCN(S(=O)(=O)CCNC(=O)COc3ccccc3OC)CC2)cc1
    -3%	0.0%	i	-4%	2%	1.2	0%	7%	-8%
> CN(Cc1ccccc1)C(=O)C1CCCN(Cc2cccc(Cl)c2)C1 (stereo not given)
    ?	1.9%&-0.5%	i	-8%&11%	-1%	1.8&-2.4	-1%	-27%&11%	19%
> O=C1C=C(O)CC2(CCCCC2)C1
    16%	0.2%	i	-2%	.	-1.8	.	8%	.
> COc1ccc(/C=N/Nc2c(Cl)cc(Cl)cc2Cl)cc1CN1CCOCC1
    ?	3.4%	i	-32%	-15%	0.0	0%	?	-6%

# Random excerpt: 3 compounds from above, in no set order.
# Under each structure: TGFb inhibitor	Nrf2 activator	Akt phos inh	HepG2 tox	MmCpn inh	CCT modulator	A549 viability	Abeta yeast res	Nrf2 block
> CC(C)(C)C1CCc2c(sc(NC(=O)CCC(=O)O)c2C(=O)Nc2ccccc2C(F)(F)F)C1 (stereo not given)
    ?	0.9%	.	16µM*	.	.	?	-34%[inhibitor]	18µM*
> O=C(O)c1ccc2c(c1)CC(c1ccccc1)OC2=O (stereo not given)
    0%	-0.8%	i	9%	2%	0.2	-4%	13%	2%
> CCc1ccc(Nc2c([N+](=O)[O-])c(=O)oc3ccccc23)cc1
    ?	?	i	3%	2%	-2.0	-8%	-10%	1%

# Additional compounds follow.
# Under each structure: TGFb inhibitor	Nrf2 activator	Akt phos inh	HepG2 tox	MmCpn inh	CCT modulator	A549 viability	Abeta yeast res	Nrf2 block
> COc1ccccc1C(=O)N1CCN=C1c1ccccc1
    3%	0.3%	i	3%	2%	0.6	2%	2%	0%
> COc1cc(C(=O)N2CCN(Cc3ccc4c(c3)OCO4)CC2)cc(OC)c1OC
    0%	2.8%	i	-5%	-1%	0.7	-6%	-3%	5%
> CC(=O)OC1(C(C)=O)CCC2C3CC4OC45CC(O)CCC5(C)C3CCC21C (stereo not given)
    -4%	0.2%	i	4%	.	-6.3	0%	12%	1%
> Cc1cc([N+](=O)[O-])nn1CCCC(=O)Nc1ccc(Cl)cc1Cl
    13%	0.3%	i	-10%	-3%	1.0	1%	10%	-11%
> CC(CC(=O)O)CC(=O)Nc1cc([N+](=O)[O-])ccc1O (stereo not given)
    -4%	-0.3%	i	-1%	-2%	-1.9	-16%	1%	2%
> CCN(Cc1nc2cc(Cl)ccc2c(=O)[nH]1)C(=O)c1ccc(C)c(NC(=O)c2ccco2)c1
    -15%	3.0%	i	-10%	-2%	-0.7	-3%	?	22%

# Bioassay records deposited in PubChem BioAssay by National Center for Advancing Translational Sciences (NCATS).
